Screening results (PubChem)
zVAD death inh = L929 zVAD cell death inhibition; L929 zVAD necroptosis rescue, ATP luminescence, 24 h; with zVAD 60 µM; viability rescue, % at 10 µM; 220,000 compounds, 0.38% hits;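 active means activation, scaled between plate controls, above about 75%, limit read from the data; inactive means activation under that limit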;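 further: 0% = zVAD with DMSO and 100% = DMSO alone without zVAD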
Runt-CBFb FRET = blocks binding of human RUNX1 Runt domain to CBFb; Q01196+Q13951; Cerulean-Runt/Venus-CBFb FRET ratio 530/480, 1 h; inhibition, % at 20 µM; 220,000 compounds, 0.46% hits; AID 1496;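 active means inhibition over about 50% at 20 µM in the single-dose screen, limit read from the data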;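 further: 0% = DMSO wells and 100% = excess unlabeled CBFb competitor control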
Target sequence (Q01196 whole entry, looked up, the tested form may be a part): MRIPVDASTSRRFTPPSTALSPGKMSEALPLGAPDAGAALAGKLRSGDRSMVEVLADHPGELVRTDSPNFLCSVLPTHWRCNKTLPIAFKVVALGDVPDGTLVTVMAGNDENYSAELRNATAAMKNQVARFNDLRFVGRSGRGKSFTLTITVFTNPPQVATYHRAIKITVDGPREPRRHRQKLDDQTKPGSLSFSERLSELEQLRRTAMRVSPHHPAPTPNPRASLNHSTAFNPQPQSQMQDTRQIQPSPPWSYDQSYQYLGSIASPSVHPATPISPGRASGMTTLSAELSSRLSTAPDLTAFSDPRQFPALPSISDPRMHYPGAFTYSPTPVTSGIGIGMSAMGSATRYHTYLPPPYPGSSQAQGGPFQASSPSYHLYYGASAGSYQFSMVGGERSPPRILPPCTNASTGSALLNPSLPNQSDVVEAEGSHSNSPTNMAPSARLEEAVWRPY
Target sequence (Q13951 whole entry, looked up, the tested form may be a part): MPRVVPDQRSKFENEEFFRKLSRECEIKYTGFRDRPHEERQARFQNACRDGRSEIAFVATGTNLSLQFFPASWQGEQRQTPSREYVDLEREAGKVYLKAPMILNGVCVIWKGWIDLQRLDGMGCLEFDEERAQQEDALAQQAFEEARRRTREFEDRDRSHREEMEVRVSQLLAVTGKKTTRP
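Reagent – Venus-CBFb binding partner, 100 nM · Assay system – Cerulean-tagged RUNX1 Runt domain (FRET donor) fusion protein · Input – 100 nM per protein · Incubation – two 1 h room-temperature incubations shielded from light · Measured by – FRET fluorescence · Medium – Tris buffer pH 7.5 with salts and BSA · Benchmarks – unlabeled CBFb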
Runt-SMMHC FRET = inhibitors of human RUNX1 Runt domain binding to CBFb-SMMHC; 220,000 compounds, 0.74% hits; AID 1434; Cerulean-Runt/Venus-CBFb-SMMHC FRET ratio 530/480, 1 h; inhibition, % at 20 µM; Q01196+Q13951;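 active means mean inhibition across duplicate retests at 20 µM reaching about 50%, limit read from the data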;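 further: 0% = DMSO wells and 100% = wells with excess untagged CBFb-SMMHC; inhibitors lower the FRET ratio by blocking Runt binding to CBFb-SMMHC; some results filed as inactive read as strong as hits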
TbHK1 inh = T. brucei hexokinase 1 inhibition; AID 1430; inhibition, % at 10 µM; 220,000 compounds, 0.11% hits; recombinant TbHK1, G6PDH-coupled NADH A340;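 active means inhibition of 50% or more in the single-dose primary screen; inactive means inhibition below 50%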
Mdm2 ligase inh = inhibitors of human Mdm2 E3 ubiquitin ligase; Q00987; cell-based MDM2 ubiquitination luciferase reporter, 2 h; 0 = plate control, 100 = twice control, blank-subtracted; signal enhancement, % at 5 µM; 210,000 compounds, 0.11% hits;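 active means signal enhancement of 30% or more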;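 further: luminescence tracks abundance of the self-degrading MDM2-luciferase fusion protein; higher signal means inhibition of MDM2 E3 ligase activity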
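Assay system: stable mammalian line carrying autodegrading MDM2–luciferase fusion reporter; amount: 2000 cells seeded into each well; buffer or medium: DMEM; benchmarks: plate control and blank wells; signal: luciferase luminescence; timing: 2 h compound exposure at 37 °C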
Hck-Nef inh = blocks Nef-activated human Hck kinase; inhibition, % at 20 µM; 220,000 compounds, 0.68% hits; Recombinant Hck-YEEI plus Nef, Z-Lyte FRET kinase assay; P08631;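 active means Hck-Nef kinase inhibition above about 50%, limit read from the data; inactive means inhibition below that limit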;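 further: 0% = DMSO with Hck plus Nef and 100% = Hck alone without Nef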
EBV gp42 block = EBV gp42 inhibition. Q1HVG2. Fluorescence polarization binding assay, mP read-out. inhibition, % (tested at 21.74 µM). 220,000 compounds, 0.42% hits. AID 1085; in the data active means inhibition above about 50%
14-3-3 Bad PPI = disrupts binding of bovine 14-3-3 zeta to phospho-Bad peptide | P63103 | TR-FRET 14-3-3zeta/Dy647-pBad peptide displacement, 1 h | inhibition, % at 21.7 µM | 220,000 compounds, 0.71% hits | AID 781;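 active means inhibition above about 70%, limit read from the data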;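 further: 0% = full 14-3-3 plus peptide FRET controls and 100% = background without 14-3-3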
Target sequence (P63103 whole entry, looked up): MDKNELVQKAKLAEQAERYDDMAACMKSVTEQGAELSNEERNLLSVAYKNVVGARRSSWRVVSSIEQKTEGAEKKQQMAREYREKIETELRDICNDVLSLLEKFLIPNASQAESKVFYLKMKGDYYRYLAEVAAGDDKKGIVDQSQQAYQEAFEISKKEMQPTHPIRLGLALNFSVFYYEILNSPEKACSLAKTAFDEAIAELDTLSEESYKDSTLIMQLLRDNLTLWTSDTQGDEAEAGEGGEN
p47phox inh = inhibitors of human p47phox binding. 220,000 compounds, 0.53% hits. inhibition, % at 24.7 µM. P14598. p47phox/p22phox peptide binding, fluorescence polarization, 2 h;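 active means inhibition above about 30%, limit read from the data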;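 further: 0% = p47phox with labelled peptide and 100% = labelled peptide alone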
* hit, by the source's call; nt = not tested or not shown; [ ] = another dose, or the depositor's remark.

1: NC(=O)COC(=O)c1ccccc1SCC(=O)NC1CCCCCC1
2: COc1cccc(/C=N/Nc2ncnc3c2[nH]c2ccc(C)cc23)c1OC
3: COc1cc2[nH]c(=O)n(CCC(=O)NCCC(C)C)c(=O)c2cc1OC
4: COc1ccc(-c2c[n+](CC(=O)c3cccs3)c3n2CCC3)cc1
5: Cc1nc(CNS(=O)(=O)c2cccnc2)cs1
6: COc1cccc(C=Nc2cccnc2)c1O
7: CCOC(=O)c1c(NC(=O)CSc2c[nH]c3ccccc23)sc2c1CCCC2
8: CCOC(=O)N/N=C/c1cc(C)n(-c2ccccc2)c1C
9: O=C(Nc1ccccc1C(=O)N1CCCC1)c1ccc(Cl)c([N+](=O)[O-])c1
10: Cc1cc2c(=O)[nH]cnc2s1
assay / entry	1	2	3	4	5	6	7	8	9	10
zVAD death inh	0.5	70	0.5	-0.1	nt	0.0	1.1	-0.1	-1.4	0.8
Runt-CBFb FRET	2	-12	-1	2	1	-1	-2	1	-1	0
Runt-SMMHC FRET	-5	-7	-3	1	-3	-6	-6	2	-5	-2
TbHK1 inh	-2	-31	-11	0	-12	0	-8	8	3	-1
Mdm2 ligase inh	-8	-7	9	-8	-6	8	nt	14	-6	-9
Hck-Nef inh	18	66*	1	23	-6	0	-6	3	15	-24
EBV gp42 block	-7	13	-4	-18	-2	15	25	-2	-8	-7
14-3-3 Bad PPI	-6	88*	10	-3	-9[fluorescence artefact?]	4	-61	-17	9	2
p47phox inh	-9	30	-6	-14	-2	12	-14	-8	1	-3

11: CC(=O)C1=C(C)NC(SCC(=O)c2ccc(C)cc2)=C(C#N)C1c1ccco1 (configuration not stated)
12: Cc1nc(N2CCN(c3ccccn3)CC2)c2c(C)c(C(=O)Nc3ccccc3F)sc2n1
13: Cc1nc(NC(=S)Nc2ccccc2)sc1C
14: O=C(CCCn1cnc([N+](=O)[O-])n1)Nc1ccc(Cl)cc1Cl
15: CCOC(=O)c1cc2c(C)nn(-c3ccccc3)c2s1
16: N#CC(c1ccc(Cl)cc1)c1ccc2c(C(F)(F)F)cc(C(F)(F)F)nc2n1 (configuration not stated)
17: O=C(c1ccc(CNS(=O)(=O)c2cccc(Cl)c2)cc1)N1CCCC1
18: COc1ccc(O)c(C=Nc2cc(NC(C)=O)c(Cl)cc2Cl)c1
19: CCN(C(=O)CSc1nc2nc(C)cc(C)n2n1)c1ccccc1
20: Cc1ccc(S(=O)(=O)N2CCN=C2SCc2cccnc2)cc1
assay / entry	11	12	13	14	15	16	17	18	19	20
zVAD death inh	-0.1	0.4	-1.6	22	-0.1	0.0	-0.5	-0.2	-0.1	1.4
Runt-CBFb FRET	7	-7	6	0	-2	2	1	-4	0	0
Runt-SMMHC FRET	-14	-3	2	-75	-2	0	1	-6	-3	-3
TbHK1 inh	-6	-15	-8	-1	-2	-4	-3	34	3	-3
Mdm2 ligase inh	5	-3	-24	nt	-5	-6	-6	-15	-10	11
Hck-Nef inh	1	3	25	1	11	-1	3	4	-2	21
EBV gp42 block	-23	5	-2	0	-14	18	5	-4	-22	4
14-3-3 Bad PPI	0[fluorescence artefact?]	-4	-25	2	-5[fluorescence artefact?]	-6	-3	-5	4	-1
p47phox inh	-41	0	-9	-15	-15	-19	-5	8	-9	-6

21: O=C1CCCc2ccccc2N1Cc1ccc(Cl)cc1
22: CCC(=O)Nc1ccc(NC(=S)NC(=O)Cc2ccccc2)cc1
23: O=C(CSCc1ccccc1)Nc1cc([N+](=O)[O-])ccc1F
24: CCCOc1ccc(S(=O)(=O)N2CCCC2)cc1[N+](=O)[O-]
25: COc1c(Cl)cc(C(=O)Nc2ccccc2C(=O)O)cc1Cl
26: FC(F)Oc1ccccc1NC(=S)Nc1cccnc1
27: Cn1c(=O)n(CC(=O)NC2CCCCC2)c(=O)c2ccccc21
28: Clc1cccc(Sc2ccc(-c3ccccn3)s2)c1
29: CC(C)c1ccc(C(=O)NCc2ccc(Cl)cc2)cc1
30: COC(=O)c1ccc(NC(=O)c2cccc(C)c2[N+](=O)[O-])cc1
assay / entry	21	22	23	24	25	26	27	28	29	30
zVAD death inh	-0.2	1.0	8.3	-0.2	0.0	0.9	2.3	-0.6	1.2	85*
Runt-CBFb FRET	0	1	2	3	1	6	1	0	4	2
Runt-SMMHC FRET	2	5	0	0	-10	-1	-1	2	6	-5
TbHK1 inh	3	0	-2	-5	14	-2	-4	-7	4	-2
Mdm2 ligase inh	-12	1	22	nt	-10	-8	nt	-16	14	8
Hck-Nef inh	0	2	31	31	3	14	-3	3	8	21
EBV gp42 block	-10	-7	2	-11	5	-18	-5	-13	-15	-14
14-3-3 Bad PPI	-12	-2	-23	9	48	-4	2[fluorescence artefact?]	-4	11	4
p47phox inh	-5	5	-3	2	-6	4	-15	-12	-8	-10

The last four entries of the section before lead into the next.
27: Cn1c(=O)n(CC(=O)NC2CCCCC2)c(=O)c2ccccc21
28: Clc1cccc(Sc2ccc(-c3ccccn3)s2)c1
29: CC(C)c1ccc(C(=O)NCc2ccc(Cl)cc2)cc1
30: COC(=O)c1ccc(NC(=O)c2cccc(C)c2[N+](=O)[O-])cc1
31: Cn1c(N2CCN(C(=O)NC34CC5CC(CC(C5)C3)C4)CC2)nc2ccccc21
32: O=C(CNCc1ccco1)Nc1cccc(S(=O)(=O)N2CCCCC2)c1
33: Cc1ccc2c(c1)NC(=O)C(CC(=O)NCCCN1CCCCC1C)O2 (configuration not stated)
34: CC1CC1c1ccc(/C=C(\C#N)C(=O)Nc2cccc(Cl)c2Cl)o1 (configuration not stated)
35: COc1cccc(OCCCn2cc(/C=C3/C(=N)N4C=C(C)SC4=NC3=O)c3ccccc32)c1
36: NS(=O)(=O)c1ccc(NCc2ccccc2OCc2ccc(F)cc2)cc1
37: Cc1nonc1CN(C)C(=O)c1ccc(OC2CCN(C(=O)c3cccnc3)CC2)cc1
38: COCCN(CC(=O)NCC1CCCO1)C(=O)CCC(=O)Nc1ccccn1 (configuration not stated)
39: CCOc1ccc(NC(=O)CSc2nnc(Cn3cnc4ccccc43)n2C)cc1
40: CCC(C(=O)O)N1C(=O)/C(=C/C(C)=C/c2ccccc2)SC1=S (configuration not stated)
assay / entry	27	28	29	30	31	32	33	34	35	36	37	38	39	40
zVAD death inh	2.3	-0.6	1.2	85*	0.1	1.4	1.2	2.7	1.1	0.2	-0.5	4.3	-0.9	-0.3
Runt-CBFb FRET	1	0	4	2	-4	0	0	-20	-32	-7	0	1	1	-2
Runt-SMMHC FRET	-1	2	6	-5	-11	0	1	-112	-150	1	1	-2	-7	0
TbHK1 inh	-4	-7	4	-2	4	1	-4	-4	14	11	5	1	0	-7
Mdm2 ligase inh	nt	-16	14	8	-2	-5	-22	-13	-12	-3	-14	-8	nt	-1
Hck-Nef inh	-3	3	8	21	7	-6	1	2	1	1	7	6	8	32
EBV gp42 block	-5	-13	-15	-14	-9	-4	-8	-14	37	0	-16	12	2	0
14-3-3 Bad PPI	2[fluorescence artefact?]	-4	11	4	5	25	-11	-10	-47	18	3	4	-12	4
p47phox inh	-15	-12	-8	-10	1	-8	-8	-18	-153	-1	-3	7	-7	6

41: CCOC(=O)Nc1c(C(=O)OC)[nH]c2cc(OC)ccc12
42: O=C(NCCN1CCOCC1)C(=O)NCc1ccc2c(c1)OCO2
43: CCn1nc(C)c(Br)c1-c1nc(CS(=O)(=O)c2ccsc2)no1
44: O=C1COc2ccc(C(=O)COC(=O)c3cnc(Cl)c(Cl)c3)cc2N1
45: Cc1cc(/C=C(\C#N)C(=O)NCc2cccs2)c(C)[nH]1
46: COCCNc1cc(C)nc2c(-c3ccccc3OC)c(C)nn12
47: CC(=O)N1N=C(c2ccc(C)cc2)OC1c1ccc(C)cc1 (configuration not stated)
48: O=C(Nc1nc(-c2ccccc2)cs1)c1cccc(S(=O)(=O)N2CCN(Cc3ccccc3)CC2)c1
49: CCCCc1ccc(NC(=O)CSCc2cc(=O)[nH][nH]2)cc1
50: C=CCn1c(C(C)C)nc2ccccc21
assay / entry	41	42	43	44	45	46	47	48	49	50
zVAD death inh	0.8	1.4	-0.3	33	2.3	1.1	-0.7	0.2	0.0	1.2
Runt-CBFb FRET	2	1	0	0	2	1	-2	0	2	0
Runt-SMMHC FRET	2	-2	-1	-3	-1	-3	5	3	0	-3
TbHK1 inh	-16	4	-3	3	-16	-12	2	-23	-8	-6
Mdm2 ligase inh	nt	-9	-11	-2	-2	-17	-13	-8	-9	0
Hck-Nef inh	0	19	6	-12	34	21	-2	2	-2	-42
EBV gp42 block	nt	2	-14	-1	-9	-6	-20	-16	-1	1
14-3-3 Bad PPI	nt	0	1	-10	-13	-8	-3[fluorescence artefact?]	21[fluorescence artefact?]	8	14
p47phox inh	nt	2	-7	-9	-3	-13	-10	-45	-13	1

51: Cc1onc(-c2c(Cl)cccc2Cl)c1C(=O)NC(=S)Nc1sc2c(c1C(N)=O)CCC(C)C2 (configuration not stated)
52: CN(C)c1ccc(Nc2nc(-c3cccnc3)cs2)cc1
53: CCCCCC(=O)Nc1c(-c2ccc(OC)cc2)c(=O)c2ccccc2n1C
54: O=[N+]([O-])c1cc(-c2nc(-c3ccncc3)no2)cc([N+](=O)[O-])c1
assay / entry	51	52	53	54
zVAD death inh	1.5	7.6	1.7	0.8
Runt-CBFb FRET	8	7	-1	1
Runt-SMMHC FRET	2	0	0	0
TbHK1 inh	3	-3	-28	-7
Mdm2 ligase inh	-10	-17	9	nt
Hck-Nef inh	6	4	-5	2
EBV gp42 block	-3	-11	6	-20
14-3-3 Bad PPI	-5	-19[fluorescence artefact?]	16	0[fluorescence artefact?]
p47phox inh	-7	-1	-5	1
